# K1F lysis inhibition: inhibition of K1F phage lysis, E. coli UTI89, bacterial capsule biogenesis inhibitors, alamar blue (AID 488966); E. coli UTI89 K1F phage lysis, alamar blue, 2 h; higher % means a stronger effect; inhibition, % at 100 µM; hits with a dose series show IC50 in µM; 0.02% of 340,000 active;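 active = phage lysis inhibition, versus mean bacterial control, above a set limit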;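 also: capsule biogenesis inhibitors block K1F phage lysis so surviving cells raise fluorescence; higher fluorescence means more inhibition of phage lysis; actives were called in the ten point dose series up to 300 µM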
# * marks the source's active call; other numbers are inactive results; & = joins results of further samples; [ ] = dose if it differs, or a comment.
SMILES,K1F lysis inhibition
COC(=O)[C@@]12CCCN1[C@H](c1ccc(-c3ccc(OC)cc3)c(OC)c1)[C@H]1C(=O)N(C)C(=O)[C@H]12,-0.7%
Cc1ccc(NC(=O)C2CCN(S(=O)(=O)c3cc([N+](=O)[O-])ccc3Cl)CC2)nc1,0.0%[50 µM]
COc1ccc(-c2nc(-c3ccc(C(=O)O)cc3)no2)cc1,0.0%
COC(=O)[C@]1(Cc2ccccc2)N[C@H](CN(C)C(=O)Nc2ccc(F)cc2)[C@@H]2C(=O)N(C)C(=O)[C@@H]21,0.3%
O=C(Nc1cccc(F)c1)C1CCCN(C(=O)c2ccc(Cl)cc2)C1 (stereo not given),0.8%[50 µM]
O=C1CN(C(=O)COC(=O)c2ccc(Br)o2)c2ccccc2N1,1.0%[50 µM]
O=C(COc1ccccc1)N[C@@H]1c2ccccc2CC[C@@H]1O,0.0%
O=C(CCNC(=O)c1ccc(Cl)cc1)NNC(=O)c1ccc(F)cc1,1.1%[50 µM]
CCOC(=O)c1cc2c(=O)n3cccc(C)c3nc2n(CC2CCCO2)c1=NC(C)=O (stereo not given),1.2%&1.3%
Cc1ccc(S(=O)(=O)N(C)C[C@@H]2Oc3ccc(NC(=O)Cn4cnnn4)cc3C(=O)N([C@@H](C)CO)C[C@H]2C)cc1,0.6%
O=C(N[C@H]1C/C=C\C[C@@H](CC(=O)N(CCO)Cc2ccccc2)C(=O)N2CCC[C@@H]2COC1=O)OCC1c2ccccc2-c2ccccc21,0.6%
CCCCCCCCN1[C@@H](CC(C)=O)c2cc(C(F)(F)F)ccc2S1(=O)=O,0.8%

# Structures listed so far with an aryl methoxy group, in the order listed:
SMILES,K1F lysis inhibition
COC(=O)[C@@]12CCCN1[C@H](c1ccc(-c3ccc(OC)cc3)c(OC)c1)[C@H]1C(=O)N(C)C(=O)[C@H]12,-0.7%
COc1ccc(-c2nc(-c3ccc(C(=O)O)cc3)no2)cc1,0.0%

# Filtered by structure, the compounds so far containing nitrogen in an aromatic ring (4)
SMILES,K1F lysis inhibition
Cc1ccc(NC(=O)C2CCN(S(=O)(=O)c3cc([N+](=O)[O-])ccc3Cl)CC2)nc1,0.0%[50 µM]
COc1ccc(-c2nc(-c3ccc(C(=O)O)cc3)no2)cc1,0.0%
CCOC(=O)c1cc2c(=O)n3cccc(C)c3nc2n(CC2CCCO2)c1=NC(C)=O (stereo not given),1.2%&1.3%
Cc1ccc(S(=O)(=O)N(C)C[C@@H]2Oc3ccc(NC(=O)Cn4cnnn4)cc3C(=O)N([C@@H](C)CO)C[C@H]2C)cc1,0.6%

# Next compounds:
SMILES,K1F lysis inhibition
CC(=O)N1CCN(C(=O)c2cccc(NS(=O)(=O)c3ccc(Br)cc3)c2)CC1,1.5%[50 µM]
COC(=O)C(C)(C)c1cccnc1C#N,1.6%
O=C(COC(=O)/C=C/c1ccccc1)NCc1ccc2c(c1)OCO2,0.4%[50 µM]
O=C1C=C(N2CCOCC2)CCC1,0.7%
Cc1ccc(-c2nc(CCNC(=O)c3ccco3)cs2)cc1,-0.5%
CCN(c1ccccc1)S(=O)(=O)c1ccc(N2CCN(c3ccc(O)cc3)CC2)nc1,-5.1%
COc1cccc(NC(=O)CN(C)C(=O)C2CC3C=CC2C3)c1 (stereo not given),-0.8%
Cc1c(C(=O)N(CC(C)C)c2c(N)n(Cc3ccccc3)c(=O)[nH]c2=O)sc2nc3n(c(=O)c12)CCC3,0.9%[50 µM]
O=C(COC(=O)c1ccccc1SCC(=O)N1CCCC1)NC1CCS(=O)(=O)C1 (stereo not given),1.6%[50 µM]
Cc1ccc(S(=O)(=O)N2CCOCC2)cc1NC(=O)CSc1nnc(NC2CC2)s1,0.4%[50 µM]
CC[C@]12c3[nH]c4ccc(Cl)cc4c3CCN1C(=O)[C@@H](CC(=O)NCCN1CCOCC1)C[C@@H]2C(=O)N1CCN(C(=O)C2CC2)CC1,0.2%
CC1(C)CC[C@]2(C(=O)O[C@@H]3OC(CO)[C@@H](O)[C@H](O)[C@H]3O)CC[C@]3(C)C(=CCC4[C@@]5(C)CC[C@H](O[C@@H]6OC(C(=O)O)[C@@H](O)[C@H](O)[C@H]6O)C(C)(C)C5CC[C@]43C)[C@@H]2C1 (stereo not given in full),0.1%

# Three consecutive entries from above, for reference:
SMILES,K1F lysis inhibition
O=C1C=C(N2CCOCC2)CCC1,0.7%
Cc1ccc(-c2nc(CCNC(=O)c3ccco3)cs2)cc1,-0.5%
CCN(c1ccccc1)S(=O)(=O)c1ccc(N2CCN(c3ccc(O)cc3)CC2)nc1,-5.1%

# The results go on:
SMILES,K1F lysis inhibition
CCOc1ccc(C(=O)NCC(=O)OCCN2C(=O)c3ccccc3C2=O)cc1OCC,0.3%[50 µM]
COCCN(C(=O)COC(=O)c1ccc2c(c1)OCCO2)c1c(N)n(Cc2ccccc2)c(=O)[nH]c1=O,0.7%[50 µM]
COc1ccc(NC(=O)CSCC(=O)Nc2nnc(C)s2)cc1,2.4%[50 µM]
Cc1[nH]c2ccccc2c1C(=O)CN1C(=O)C(=O)N(CCC2=CCCCC2)C1=O,-0.4%[50 µM]
CC1Cc2ccccc2N1C(=O)CSc1ncccn1 (stereo not given),-0.1%
CN(Cc1ccccc1)C(=O)c1[nH]cnc1C(=O)NCc1ccc(CNC(=O)OC(C)(C)C)cc1,1.6%
CC(=O)[C@H]1CC[C@H]2[C@@H]3CC=C4C[C@@H](OS(=O)(=O)O)CC[C@]4(C)[C@H]3CC[C@]12C,0.8%
CSCCC(NC(=O)c1ccco1)C(=O)NCCc1ccc(Cl)cc1 (stereo not given),-0.5%
CCOC(=O)c1cc(-c2ccccc2C)nn1CC1CC(c2cccnc2)=NO1 (stereo not given),0.6%
COc1ccccc1CN(C)C(=O)CN1CCN(C(=O)c2cccs2)CC1,1.0%[50 µM]
N#Cc1ccc(OCCN2CCc3ccccc3C2)cc1,0.1%
CN(C(=O)COC(=O)c1ccc(C(C)(C)C)cc1)C1CCS(=O)(=O)C1 (stereo not given),1.6%[50 µM]
C#CCOCCOCCOCCNc1nc(N2CCN(C(=O)Cn3cc(CCCCN)nn3)CC2)nc(N2CCN(C(=O)Cn3cc(CCCN=C(N)N)nn3)CC2)n1,3.7%
O=C1C(=O)N(CCCn2ccnc2)C(c2ccc([N+](=O)[O-])cc2)/C1=C(\O)c1ccc2c(c1)OCCO2 (stereo not given),1.2%[50 µM]
CN1C(=O)C(=O)N(c2cccc(C(F)(F)F)c2)C1=O,0.1%
COc1ccc(-c2nc(NC(=O)C3CC(=O)N(Cc4ccco4)C3)sc2C)cc1 (stereo not given),0.3%[50 µM]
Cc1nc(Cc2nnc(SCC(=O)N3CC(=O)Nc4ccccc43)o2)cs1,0.7%
CC(C)(C)OC(=O)N(CCc1ccccc1)Cc1ccccc1OCc1cccc(NC(=O)C2CCCC2)c1,0.0%
Cc1ccc(NC(=O)c2ncn(CCCNCCCN3CCCC3=O)n2)cc1C,-0.1%
NC(=O)C1CCN(C(=O)c2ccc(NS(=O)(=O)c3ccc(F)cc3)cc2)CC1,0.7%[50 µM]
O=C(NCC(c1ccco1)N1CCCC1)c1sc2cc(F)ccc2c1Cl (stereo not given),-0.3%
Cc1ccc(NC(=O)COC(=O)Cn2c(C)csc2=O)c([N+](=O)[O-])c1,1.6%[50 µM]
CC1CCC(NC(=O)COC(=O)C2=NN(c3ccccc3)C(=O)CC2)CC1 (stereo not given),0.6%[50 µM]
O=C(Cn1ncc(Cl)c(Cl)c1=O)Nc1ccc2c(c1)OCO2,0.2%[50 µM]
Cc1ccc(S(=O)(=O)N2CCN(C(=O)CSC(=S)N3CCCC3)CC2)c(C)c1,-0.2%[50 µM]
CCCCN1C(=O)C(C(=O)OCC)CC2=C1CCCC2=O (stereo not given),-0.2%
CCN(C(=O)COC(=O)Cc1c(F)cccc1Cl)c1c(N)n(Cc2ccccc2)c(=O)[nH]c1=O,0.1%[50 µM]
C[C@@H](C(=O)Nc1ccc2ccccc2c1)[C@@H]1C[C@@]1(C)[C@@H](N)c1ccccc1,1.0%
CCCCCCSc1ccc([C@@H]2[C@@H]3C(=O)N(CC)C(=O)[C@@H]3[C@]3(C(=O)OC)CCCCN23)cc1,1.9%
CC1CN(C(=O)CSc2nnc(C3CCCCC3)n2N)CC(C)O1 (stereo not given),2.5%[50 µM]
O=C(CNC(=O)c1ccco1)NCc1ccc2c(c1)OCO2,0.5%[50 µM]
Cc1cc(C)n2c(=O)[nH]nc2c1,-2.0%
O=C1c2ccc(Cl)cc2S(=O)(=O)c2cccc(C(=O)N3CCC(Cc4ccccc4)CC3)c21,1.8%
CNc1ncnc2c1cnn2C1CCCCO1 (stereo not given),2.7%
CS(=O)(=O)c1ccc(C(=O)N2CCN(S(=O)(=O)c3ccc(C4CCCCC4)cc3)CC2)cc1,0.0%[50 µM]
O=C(CN1C(=O)NC2(CCOc3ccccc32)C1=O)NCc1ccccc1 (stereo not given),-2.0%
O=C(/C=C/c1ccc(F)cc1)OCC(=O)c1ccc[nH]1,-0.8%
CC(C)(C)C(=O)Nc1ccc(C(=O)CSc2nnc(C3CC3)n2C2CC2)cc1,0.8%[50 µM]
CC(C(=O)N1CCCC1)N1CCN(S(=O)(=O)c2ccccc2)CC1 (stereo not given),0.6%[50 µM]
CSc1ncccc1C(=O)OCC(=O)Nc1ccc(C)c(S(=O)(=O)N2CCOCC2)c1,0.0%
CCCNC(=O)C(Cc1cccc(Cl)c1)NC(=O)c1ccc(C#N)cc1 (stereo not given),0.3%
CC(Sc1nc(N)cc(N)n1)C(=O)Nc1ccc(N2CCOCC2)cc1 (stereo not given),1.0%[50 µM]
CN(CCc1ccccc1)C(=O)c1ccc(NC(=O)Cc2ccc(NC(=O)C3CCN(C(=O)c4ccccc4)CC3)cc2)cc1,0.1%
CC1=CC[C@@]23CCCN2C(=O)CCC[C@H]3C1,0.1%
O=C(c1ccc(N2CCCC2)c([N+](=O)[O-])c1)N1CCN(S(=O)(=O)c2ccccc2)CC1,-0.3%[50 µM]
CC(C)c1ccccc1,-1.0%
Cc1cccc2nc(Cn3c(=O)n(CCC(=O)NCc4ccco4)c(=O)c4ccccc43)cc(=O)n12,-0.1%
CN(C)S(=O)(=O)c1ccc(NC(=O)CSc2nnc(-c3ccco3)n2N)cc1,-2.2%
NCCCCC(=O)O,2.2%
CC(C(=O)OCC(=O)N(C)C1(C#N)CCCCC1)N1C(=O)c2ccccc2C1=O (stereo not given),0.8%[50 µM]
CCn1c(SCC(=O)N2c3ccccc3CC2C)nnc1-c1ccco1 (stereo not given),0.8%
Nc1nc(-c2ccc([N+](=O)[O-])cc2)cc(=O)[nH]1,-1.1%
CCN(CC)C(=O)[C@H]1C[C@H](CC(=O)NC/C=C(\C)CCC=C(C)C)C(=O)N2CCc3c([nH]c4cc(-c5ccco5)ccc34)[C@]12C,-0.1%
CSc1cccc(N2CC(C(=O)N(CC(C)C)c3c(N)n(Cc4ccccc4)c(=O)[nH]c3=O)CC2=O)c1 (stereo not given),0.3%[50 µM]
O=c1[nH]nnc2c1cnn2-c1ccccc1,5.0%
COc1ccc(N2CCN(C(=O)c3cn(Cc4ccccc4)nc3-c3cccnc3)CC2)cc1,-1.1%
COc1cc(C(=O)N2CCN(CCCc3ccccc3)CC2)cc(OC)c1OC,-1.2%
O=C(O)C1=CC[C@@H](c2ccc(Cl)cc2)N(S(=O)(=O)c2ccc(Cl)cc2)[C@H]1c1cccc(Cl)c1,-2.5%
O=C(COc1ccc2ccc(=O)oc2c1)Nc1cccc(S(=O)(=O)N2CCCCC2)c1,0.4%[50 µM]
Cc1cc(=O)oc2cc(NC(=O)C(C)Oc3cccc(Cl)c3)ccc12 (stereo not given),0.7%[50 µM]

# Further compounds
SMILES,K1F lysis inhibition
O=C(O)c1cc(=O)c2ccccc2[nH]1,6.7%
COc1cccc2c1C1(O)C2CCCCCCCCCC12OCCCO2 (stereo not given),1.9%
O=C(CSc1nc2[nH]ncc2c(=O)[nH]1)Nc1ccc(Cl)cc1,0.8%[50 µM]
Cc1ccc(S(=O)(=O)N(Cc2cccc(Cl)c2)C(=O)N2CCN(C)CC2)cc1,0.8%[50 µM]
Nc1nonc1-n1nnc(C(=O)N/N=C/c2cccc(Cl)c2)c1CN1CCCCCC1,-0.2%
COc1cccc(-c2ccc3ncnc(N(C)Cc4ccco4)c3c2)c1,5.5%
CC(=O)NC12CC3CC(C1)CC(C(=O)N1CCN(C(=O)c4ccco4)CC1)(C3)C2,0.5%[50 µM]
CC1Cc2ccccc2N1Cc1cc(=O)c(OCC(=O)Nc2ccccc2)co1 (stereo not given),1.3%[50 µM]
O=C(Nc1ccccc1N1CCCCC1)c1cc(S(=O)(=O)N2CCOCC2)ccc1Cl,0.9%[50 µM]
CCCOC(=O)C1NC(=O)N2C(C(=O)OCCC)C(C)(C)S[C@H]12 (stereo not given in full),0.7%
O=C(c1ccc(-c2ccc([N+](=O)[O-])cc2)o1)N1CCCC(C(F)(F)F)C1 (stereo not given),0.0%[50 µM]
COc1ccc(COc2cccc(C=O)c2)cc1,0.5%
COC(=O)[C@H](Cc1ccccc1)N1C/C=C\COc2c(Cl)cc(Cl)cc2S1(=O)=O,-0.1%
Cc1ccc(NC(=O)COC(=O)c2ccco2)cc1S(=O)(=O)N1CCOCC1,1.0%[50 µM]
CC1CCCCC12NC(=O)N(CC(=O)OCc1c(F)cccc1Cl)C2=O (stereo not given),-0.2%
c1ccc(-c2c[nH]c(-c3ccccc3)c2)cc1,2.2%
Cn1c(SCC(=O)Nc2ccc(N3CCOCC3)cc2)nnc1C(F)(F)F,1.0%[50 µM]
COC(=O)N1[C@H](C)C=C[C@]1(Cc1ccccc1)C(=O)OC,1.5%

# Compound activity (PubChem BioAssay)

# An excerpt; the hit share may differ from the screen's.
